MT stabilize HCS – microtubule stabilization, imaging screen. HeLa tubulin immunostaining HCS, 24 h; share of cells brighter than vehicle mean+2SD. actives 0.83% (n = 200,000). AID 2205. % tubulin-high responders, % at 10 µM;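 active = plate Z-score above 3 for both tubulin-high and condensed-nucleus cell shares, with cell loss under 80%, at 10 µM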;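 also: anti alpha tubulin signal scored within the nucleus-defined area of each cell; some results filed as inactive read as strong as hits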
Dynein cargo inh – dynein cargo transport inhibition | 3617.4 mouse cells, GR-EGFP nuclear translocation imaging; test concentration mostly 20 µM; stimulated with dexamethasone, 1 µM; hits give low values | z-score, hits read low | actives 0.47% (n = 220,000) | AID 1381;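 active = plate z-score of nuclear minus cytoplasmic receptor signal below a set negative limit, without overly bright fluorescence or cell loss, cut at about -3.5 in these data, passing the limit was not always enough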;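 also: z-score of nuclear minus cytoplasmic ring GR-EGFP intensity difference per well; some compounds called inactive have numbers as strong as hits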
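Buffer or medium: tet-free, stripped-serum medium; Also added: dexamethasone, 1.0 µM final; Technique: high-content fluorescence imaging after fixation; Times: 48 h induction, 1 h compound, 30 min dex at 37 °C; Read-out: per-cell GR-EGFP intensity, nucleus versus surrounding cytoplasmic ring, well-averaged.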
Autophagy mod – modulators of autophagy. AID 463193. actives 0.98% (n = 190,000). calls only at 10 µM (by protocol). MEF GFP-LC3 puncta imaging; test concentration mostly 10 µM;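 active = percentage of spot-positive cells more than 3 SD above its plate mean, without a fluorescence outlier flag or 80% toxicity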;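 also: spot-positive cell cutoff set from DMSO-treated cells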
Hep lipid drop – hepatic lipid droplet formation modulation. AML12 mouse hepatocytes, oleate lipid droplets, BODIPY imaging. inhibition, % at 6.5 µM. actives 0.4% (n = 240,000);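 active = lipid droplet intensity inhibited by at least 50%, with more than 500 cells counted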
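Assay system: AML12 hepatocytes (mouse) / Also added: 100 µM oleic acid challenge / Times: overnight treatment with compound plus oleate / Detection: high-content imaging of BODIPY-stained droplets and DAPI nuclei / Evaluation: % inhibition of lipid droplet signal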
CSM14.1 death rescue – rescue of cells from ER stress-induced death, primary screen, 384-well, CSM14.1, thapsigargin, ATP luminescence (AID 1222); CSM14.1 thapsigargin-induced death rescue, ATP luminescence; higher % means a stronger effect; one-dose cellular ATP content (survival), % at 20 µM; EC50 in µM for titrated hits; 190,000 tested, under 10 active;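 active = EC50 below 50 µM in the dose-response confirmation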;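 also: death triggered by thapsigargin at about 15 µM added after 2 h compound pretreatment; cell ATP read after overnight thapsigargin exposure of roughly 18 to 22 hours; normalized against plate controls of thapsigargin alone and 5% DMSO vehicle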
T cell HTS – T cell immune modulation candidate | 2C CD8+ T cell-vesicle binding, flow cytometry; hits give low values | calls only at 7 µM | actives 0.068% (n = 330,000);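 active = response, share of CD8 T cells binding vesicles, and their 90th percentile fluorescence all below set limits, cut at about 80% in these data, passing the limit was not always enough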
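Also added: QL9-peptide-loaded Drosophila micro-vesicles bearing Ld, ICAM-1 and B7-1; Test system: purified 2C TCR transgenic mouse naive CD8+ T cells; Measured by: cytometric PE anti-B7-1 and Alexa647 anti-CD8 signals after 1% paraformaldehyde fixation; Timing: binding step 1.5 h, 37 °C, antibody labelling 20 min, ice.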
Ins promoter up – MIN6 insulin promoter up-regulation | MIN6 insulin promoter-GFP reporter, high-content imaging; hits give high values | z-score at 5 µM | actives 0.3% (n = 190,000);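 active = z-score above 3 at 5 µM with at least 500 cells counted in the well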
b-catenin transl – beta-catenin nuclear translocation modulation; HeLa beta-catenin nuclear translocation, immunofluorescence imaging; nuclear translocation activity, % at 5 µM; actives 0.3% (n = 190,000);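 active = nuclear translocation activity above 50% at 5 µM, with a well cell count of 50 or more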;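 also: per-cell ratio of nuclear to cytoplasmic median beta-catenin stain intensity; plate controls were DMSO negative control for no effect and GSK-3 inhibitor IX positive control for full effect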
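assay system = human HeLa cells, endogenous beta-catenin | times = compound treatment 24 h, 37°C, 5% CO2 | detection = Anti-beta-catenin immunofluorescence on PFA-fixed, Triton-permeabilized cells, DAPI nuclei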
Salmonella PhoP GFP – inhibitors of PhoP regulon expression, primary screen, Salmonella Typhimurium, GFP reporter (AID 1863). S. Typhimurium PhoP-regulated promoter GFP reporter, 4 h; higher % means a stronger effect. inhibition, % at 50 µM; hits with a dose series show IC50 in µM. actives 0.16% (n = 300,000);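 active = inhibition over 29.93%, a cutoff 3 SD above the screen mean, later confirmed by dose response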;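 also: 0% = low Mg2+ inducing control and 100% = high Mg2+ repressing control; strong numbers were not always called active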
Dynein cargo inh cytoplasmic EGFP – further read-out of Dynein cargo inh, marked with its call; z-score; measured here: cytoplasmic GR-EGFP intensity; hits give high values
Dynein cargo inh nuclear GR-EGFP – also measured in Dynein cargo inh; calls as there; z-score; measured here: nuclear GR-EGFP intensity;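 lower value marks the stronger effect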
Dynein cargo inh cell count – further read-out of Dynein cargo inh, marked with its call; z-score; measured here: cell count per field
Ins promoter up cell count – recorded beside Ins promoter up, whose call it bears; cell count; measured here: cytotoxicity, nuclei count;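 total cells summed across four imaged fields per well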
Hep lipid drop cells 6.5 µM – second read-out of Hep lipid drop, no call of its own (marks repeat the call); cell count; measured here: cell count, cytotoxicity flag;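 cells counted across two imaged fields per well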
b-catenin transl cell count 5 µM – further read-out of b-catenin transl, marked with its call; cell count; measured here: cell count, cytotoxicity flag
T cell HTS vesicle-bound % – second read-out of T cell HTS, no call of its own (marks repeat the call); double positive events, %; measured here: CD8+ vesicle-bound cell fraction;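 binding gate set so that unloaded-vesicle control wells show 10% double positive cells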
MT stabilize HCS Hoechst-high % – recorded beside MT stabilize HCS, whose call it bears; % Hoechst-high responders; measured here: nuclear condensation Hoechst responders;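 share of cells brighter than vehicle mean plus two SD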
MT stabilize HCS cytotoxicity % – second read-out of MT stabilize HCS, no call of its own (marks repeat the call); toxicity, %; measured here: cytotoxicity by cell density;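 0% = mean cell density of plate MIN control wells and 100% = no cells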
Autophagy mod cell loss 18 h – also measured in Autophagy mod; calls as there; toxicity, %; measured here: cell loss, nuclei count;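 cell loss after 18 h compound exposure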
Numbers without * were called inactive; i = inactive; · = no result given; + = active, no number.

SMILES	MT stabilize HCS	MT stabilize HCS Hoechst-high %	MT stabilize HCS cytotoxicity %	Dynein cargo inh	Dynein cargo inh cytoplasmic EGFP	Dynein cargo inh nuclear GR-EGFP	Dynein cargo inh cell count	Autophagy mod	Autophagy mod cell loss 18 h	Hep lipid drop	Hep lipid drop cells 6.5 µM	CSM14.1 death rescue	T cell HTS	T cell HTS vesicle-bound %	Ins promoter up	Ins promoter up cell count	b-catenin transl	b-catenin transl cell count 5 µM	Salmonella PhoP GFP
CC(C(=O)NCc1ccccn1)c1ccc([N+](=O)[O-])cc1 (stereo unspecified)	4.5	1.4	8.6	-0.094	-0.22	0.087	0.0026	i	12	5	660	-0.5%	i	56	0.03	1524	-4.1	1162	-3%
CCOc1ccc(OCCCCNC(C)(C)C)cc1	3.1	2.2	5.7	-0.057	-0.4	-0.61	0.86	i	-10	-1	697	0.4%	i	55	0.06	1415	-0.2	1506	9%
O=C(N/N=C/c1ccccc1OC(=O)N1CCOCC1)c1cccs1	1.5	0.5	2.3	1.7	-0.25	0.43	-0.23	i	3	1	671	2.1%	i	35	0.49	1153	-1.6	1050	4%
CN1C(C(=O)NCc2ccco2)CC2Cn3c(nc4cc5ccccc5cc43)C21 (stereo unspecified)	·	·	·	-0.61	-0.72	-0.13	-0.21	·	·	18	669	·	i	5	-1.1	1117	-1.4	1286	-6%
O=C(c1ccccc1)N1CCN(C2CCCCCC2)CC1	2.2	1.6	3.7	-0.6	-0.15	-0.41	-0.0098	i	24	2	720	-0.2%	i	19	0.05	1301	-5.3	1205	-1%
CCN(CC)S(=O)(=O)c1ccc(Cl)c(NC(=O)COc2ccc3c(C)cc(=O)oc3c2)c1	2.0	3.2	8.2	1.2	-0.31	0.2	-0.27	i	0	7	685	-2.3%	i	6	0.22	1307	-1.7	962	-3%
COc1ccc(-c2csc(NC(=O)COC(=O)c3ccco3)n2)cc1	3.1	2.5	7.8	-1.4	-0.15	-0.51	0.46	i	3	-2	630	1.2%	i	35	0.14	1067	-0.3	874	6%
CN(C)C(=O)COC(=O)c1ccccc1Nc1ccc(SC(F)F)cc1	3.5	2.6	7.2	0.00042	-0.25	-0.21	0.089	i	5	35	747	0.6%	i	44	-0.05	1383	-1.8	1126	-14%
O=[N+]([O-])c1ccc(/C=C/C2=NN(c3ccccc3)C(c3ccco3)C2)o1 (stereo unspecified)	11	3.3	4.6	-6.8	16	-0.87	1.1	+	17*	54*	685*	1.3%	·	·	·	·	-2.0	1109	-8%
CC1CCc2cc(F)ccc2N1S(=O)(=O)c1ccc(Cl)nc1 (stereo unspecified)	4.2	4.0	7.7	0.34	-0.28	0.45	0.28	i	1	-4	454	-1.7%	i	42	0.33	1483	-4.4	1125	3%
CCOc1ccccc1NC(=S)NCCCn1ccnc1	8.6	1.3	7.2	0.61	0.27	0.32	0.3	i	-3	5	686	-0.4%	i	35	0.21	1303	1.5	990	3%
Cc1ccc(C2Nc3ccccc3-c3nc4ccccc4n32)o1 (stereo unspecified)	1.0	1.2	0.9	0.43	-0.2	0.083	-0.81	i	-2	-5	750	-2.0%	i	15	·	·	1.4	414	9%
O=C1NC(Cc2c[nH]c3ccccc23)C(=O)N1CCOc1ccccc1 (stereo unspecified)	2.6	1.6	8.6	-0.72	-0.28	-0.15	0.23	i	-1	-82	614	·	i	9	0.17	1264	-2.0	1088	-5%
C#CC(CC)(CC)NC(=O)/C=C/C(=O)O	·	·	·	0.64	0.25	0.39	-0.38	·	·	-2	697	·	i	20	0.87	1373	-3.2	1068	-5%
O=c1c(C(c2ccc(O)cc2)c2c(O)nc3n(c2=O)CCS3)c(O)nc2n1CCS2	2.0	1.6	5.4	-0.12	-0.23	0.33	1.3	i	-22	·	·	0.8%	i	49	-0.04	1493	-1.3	896	3%
COc1ccc(N2CCN(CCOc3ccc4c(C)cc(=O)oc4c3)CC2)cc1	2.1	2.4	2.3	-1.1	-0.29	-0.57	0.79	i	7	-27	705	0.0%	i	0	-0.42	1243	1.8	458	-1%
O=C(NCCCn1ccnc1)C(=O)NCC1OCCN1S(=O)(=O)c1ccc(F)cc1 (stereo unspecified)	2.2	2.2	9.9	-0.8	-0.058	0.31	0.66	i	-43	0	733	-3.0%	i	9	0.14	1221	1.9	513	1%
O=C(CN1CCN(Cc2ccc(Cl)cc2)C1=O)NCc1cccs1	1.7	2.1	9.0	-0.57	-0.23	-0.3	0.59	i	9	-17	763	0.1%	i	53	0.66	1263	-0.2	1129	-10%
C[n+]1cc[nH]c1SCC(=O)c1ccc(Cl)cc1	3.1	2.8	3.6	1.5	-0.31	1.5	-2	i	19	1	651	1.4%	i	57	-0.07	1417	0.9	1516	2%
Cc1ccc(NC(=O)CCNS(=O)(=O)c2cc(Br)cnc2N)cc1Cl	2.8	2.6	3.0	-0.68	-0.19	0.44	0.52	i	-38	·	·	-2.4%	i	24	1.2	1265	-4.3	579	1%
COC(=O)c1ccc(C2c3c(n[nH]c3C)C(=O)N2c2ccc(C)cc2)cc1 (stereo unspecified)	7.3	1.2	4.3	-0.3	-0.27	-0.15	0.43	·	·	·	·	-0.8%	i	31	1.1	957	-1.2	1191	4%
CCOC(=O)CSc1n[nH]c(-c2ccco2)n1	5.2	1.9	4.0	0.14	-0.094	0.29	-1.1	i	6	·	·	-1.3%	i	52	-0.77	896	·	·	-10%
CCC(C)(C)n1nnnc1CN1CCC(c2nc3ccc(C)cc3[nH]2)CC1	1.5	1.9	8.2	-0.71	-0.2	-0.39	2	i	-8	·	·	1.0%	i	21	-1.3	849	-1.1	1211	-3%
CCOC(=O)C1CCN(C(=O)c2n[nH]c(=O)c3ccccc23)CC1	4.2	1.5	8.4	-1.4	-0.31	-0.44	0.57	i	15	·	·	-1.0%	i	46	0.06	1392	1.7	1334	3%
CCOc1cc(/C=N/NC(=O)c2nn(C)cc2Br)ccc1OCc1ccccc1	2.7	2.3	6.9	-0.18	-0.078	-0.067	-0.57	i	-8	9	685	-3.7%	i	38	0.36	1294	·	·	-12%
CCNC(=S)SCCOc1ccc(C)cc1	4.9	1.9	11	1.1	-0.22	0.64	-0.47	i	-13	-6	604	-2.6%	i	48	-0.65	1331	1.2	969	-1%
Cc1cccc(NC(=O)COC(=O)c2ccc3c(c2)OCO3)c1C	5.3	3.1	2.9	0.58	-0.34	0.55	0.54	i	-11	6	698	-0.3%	i	48	-0.33	1253	0.7	1023	0%
COc1ccc(Nc2nc(N)nc(CSC(=S)N3CCCCC3)n2)cc1	3.5	2.3	11	1	-0.16	0.55	-0.46	i	-16	13	645	-2.0%	i	38	·	·	-6.4	1087	-6%
N#CC1(C#N)C2=C(CCCC2)NC(c2ccccc2)C1(C#N)C#N (stereo unspecified)	1.6	1.8	7.4	-0.57	0.32	-0.41	0.35	i	-4	·	·	2.2%	i	32	-0.47	1318	-1.7	947	-6%
O=C(N/N=C/c1ccc(Cl)cc1)c1cc2c(s1)-c1ccccc1CC2	35*	34*	38*	-0.35	-0.19	-0.48	0.43	i	30	1	679	-0.6%	i	32	-0.11	1746	-2.6	1044	-12%
CCCCCc1ccc(-c2ccc(OCC)cc2)nc1	1.8	2.2	10	0.71	-0.26	0.46	-1.1	i	5	-19	663	0.1%	i	32	0.06	1458	-1.5	1028	3%
CC(C)(C)c1ccc(CN2C(=O)CSC2=O)cc1	5.1	2.6	9.1	0.33	-0.33	0.46	-0.5	i	14	16	716	·	i	62	-1.1	1241	2.1	1060	5%
CC1(c2ccccc2)CC(C)(C)N2C(=O)Cc3cccc1c32 (stereo unspecified)	2.4	2.6	12	-0.64	-0.21	-0.35	1.3	i	0	-15	713	-0.1%	i	21	-1.1	1126	-1.6	1057	5%
Cc1nnc(NC(=O)c2ccc(Br)cc2)s1	2.3	1.8	5.1	-0.56	0.18	0.05	0.71	i	31	32	818	-0.8%	i	23	0.72	894	-3.7	1135	2%
COC(=O)c1cn(C)c2ccc(S(=O)(=O)N3CCCCC3)cc2c1=O	3.8	2.6	7.6	-0.2	-0.33	0.049	0.33	i	4	0	667	-1.3%	·	·	·	·	-4.1	1184	-1%

Random excerpt: 2 records from the list, in no set order.
SMILES	MT stabilize HCS	MT stabilize HCS Hoechst-high %	MT stabilize HCS cytotoxicity %	Dynein cargo inh	Dynein cargo inh cytoplasmic EGFP	Dynein cargo inh nuclear GR-EGFP	Dynein cargo inh cell count	Autophagy mod	Autophagy mod cell loss 18 h	Hep lipid drop	Hep lipid drop cells 6.5 µM	CSM14.1 death rescue	T cell HTS	T cell HTS vesicle-bound %	Ins promoter up	Ins promoter up cell count	b-catenin transl	b-catenin transl cell count 5 µM	Salmonella PhoP GFP
O=c1c(C(c2ccc(O)cc2)c2c(O)nc3n(c2=O)CCS3)c(O)nc2n1CCS2	2.0	1.6	5.4	-0.12	-0.23	0.33	1.3	i	-22	·	·	0.8%	i	49	-0.04	1493	-1.3	896	3%
Cc1ccc(NC(=O)CCNS(=O)(=O)c2cc(Br)cnc2N)cc1Cl	2.8	2.6	3.0	-0.68	-0.19	0.44	0.52	i	-38	·	·	-2.4%	i	24	1.2	1265	-4.3	579	1%
